Screens from PubChem.
Mm-Cpn inhibitor: Inhibitors of TCP-1 ring complex (TRiC) of Methanococcus maripaludis (MmCpn): qHTS; Chaperonin Mm-Cpn (Methanococcus maripaludis); purified Mm-Cpn ATPase, ADP Transcreener TR-FRET; Potency, µM (top dose mostly 76.9 µM), inactives show top-dose activity, negative = inhibition, usual class: inhibitors; 0.031% of 330,000 active; AID 504842, 2011; further: potency means the concentration at half of the fitted maximal effect; on the % scale 0 is the no-effect control and ±100 the full control effect; nearly all actives have a fitted effect of over 80% in size
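ATP (10 uM final) was added to archaeal chaperonin (25 nM final) after 10 min exposure to test compound at 37°C; after 30 min further incubation, ADP was detected by competitive TR-FRET.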
Nrf2 activator: qHTS of Nrf2 Activators; AREc32 ARE-luciferase reporter (MCF7-derived line), luminescence, 24 h; Potency, µM (series often up to 46.1 µM), inactives show top-dose activation, usual class: activators; 0.31% of 410,000 active; further: potency means the concentration at half of the fitted maximal effect; % of control where 0% means no effect; nearly all actives have a fitted effect of over 65% in size
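Luciferase luminescence (Steady-Glo, 30 min at room temperature) served as the read-out of ARE activation in AREc32 cells treated with compounds for 24 hr at 37 deg C.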
CCT modulator: High-Throughput Screening for Modulators of Cytosolic Chaperonin Activity | purified chaperonin ATPase assay, HTRF ADP detection, 30 min | activity change, % (test concentration not listed), hits read low | 0.3% of 360,000 active | AID 651819, 2012; in the data active means activity change below about -30%; further: on the % scale 0 is the no-effect control and ±100 the full control effect
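We incubate TRiC, 40 or 20 nM final, with library compounds at 76 uM and 10 uM ATP for 30 min at 37 °C. ADP formed is detected with Transcreener HTRF reagents after 30 min at room temperature.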
ATXN viability: Viability Counterscreen for Primary qHTS for Inhibitors of ATXN expression. Potency, µM (doses to about 56.7 µM), hits mostly cytotoxic. 0.49% of 400,000 active. AID 651635, 2014. S2 cells (HEK-293 line with an ATXN2-luciferase reporter) viability, CellTiter-Fluor protease fluorescence, 24 h; further: potency means the concentration at half of the fitted maximal effect; nearly all actives have a fitted effect of over 40% in size
A549 viability: Nrf2 qHTS screen for inhibitors: counterscreen for cytotoxicity; Potency, µM (titrated, usually from 46 µM), without a hit: at the highest dose activity change, negative = cytotoxicity, actives largely listed as inhibitors; 0.16% of 390,000 active; A549 ARE-Fluc cells, CellTiter-Fluor viability, 18-24 h; further: potency means the concentration at half of the fitted maximal effect; on the % scale 0 is the no-effect control and ±100 the full control effect
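A549 ARE_Fluc cells in 5% FBS OPTI-MEM were exposed to compounds in concentration-response for 18-24 h at 37 deg C. Viability was read by CellTiter-Fluor fluorescence (Ex 405/Em 525) after 30 min, before the luciferase read.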
TGFb inhibitor: qHTS for Inhibitors of TGF-b; HepG2 CAGA-GFP TGF-b/SMAD3 reporter, GFP fluorescence, 18 h; TGF-beta stimulated, 500 pg/mL final; Potency, µM (doses to about 46.1 µM), inactives show top-dose activity, negative = inhibition, hits mostly inhibitors; 1.2% of 410,000 active; AID 588855, 2011; further: potency means the concentration at half of the fitted maximal effect; on the % scale 0 is the no-effect control and ±100 the full control effect; nearly all actives have a fitted effect of over 65% in size
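HEPG2 CAGA-GFP reporter cells (1000/well, DMEM with 1% FBS) received compounds, then recombinant TGF-beta at 500 pg/mL final for 18 hours at 37 degrees C. Per-cell GFP summed per well was normalised to unstimulated and stimulated DMSO controls before curve fitting.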
HepG2 tox: qHTS for Inhibitors of TGF-b: Cytotox Counterscreen; Potency, µM (series often up to 46.1 µM), for the others: at the top dose activity change, negative = cytotoxicity, actives largely listed as cytotoxic; 0.76% of 410,000 active; HepG2 CAGA-GFP viability, ATP luminescence, 18 h; further: potency means the concentration at half of the fitted maximal effect; some results filed as inactive show a strong effect at the top dose
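HepG2 CAGA-GFP cells (1000/well, DMEM with 1% FBS) received compound, then TGF-beta at 500 pg/mL final, and were incubated 18 hours at 37 degrees C. Viability was read by CellTiter-Glo luminescence. Media-only wells were set as complete cell-killing and DMSO as no toxicity.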
Nrf2 inh: Nrf2 qHTS screen for inhibitors; A549 ARE-Fluc reporter, luciferase luminescence, 18-24 h; Potency, µM (series often up to 46 µM), for the others: at the highest dose activity change, negative = inhibition, hits mostly inhibitors; 2.1% of 360,000 active; further: potency means the concentration at half of the fitted maximal effect; on the % scale 0 is the no-effect control and ±100 the full control effect; nearly all actives have a fitted effect of over 60% in size
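Reporter: ARE-Fluc in A549. Exposure: 18-24 h, 37 °C, 5% CO2, 5% FBS OPTI-MEM. Readouts: fluorescent cytotoxicity (CellTiter-Fluor), then luminescent Nrf2 signal after BugLite.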
Akt phos inh: HTS Assay for Inhibitors of Akt Phophorylation: Primary Screen; Neuro2A IGF-stimulated pAkt S473 HTRF, 20 min; stronger effect = lower value; activity change, % for hits at 50 µM; 0.32% of 360,000 active; AID 651550, 2012; in the data active means activity change below about -80%; inconclusive means mostly about -51% to -80%; further: on the % scale 0 is the no-effect control and ±100 the full control effect
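Single-point screen (50 µM final compound) in Neuro2A cells stimulated 20 min with 6 nM IGF at 37 deg C. After lysis, Ser473-phosphorylated Akt read by HTRF (ex 330 nm, em 615/665 nm) as the 665/615 ratio.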
Starred values were filed as active, the others as inactive; [ ] = remark or other dose. Unless noted, the call rests on the fitted dose curve; in most records, active means well fitted curve in the direction sought with a large enough effect; inconclusive means small, poorly fitted or top-dose-only effect, or another doubt; inactive means no such curve, though single readings can be large; an effect the other way counts as inactive or inconclusive.

Screening CC1(C)CC(=O)C=C(NNC(=O)c2ccccc2)C1 returned Mm-Cpn inhibitor -1%, Nrf2 activator 0.2%, CCT modulator -3.4, ATXN viability inactive, A549 viability 4%, TGFb inhibitor -35%, HepG2 tox 14%, Nrf2 inh 10% and Akt phos inh inactive.
For O=C(NCC(=O)N1CCN(C(=O)c2ccco2)CC1)c1ccc(Br)cc1 the results were Mm-Cpn inhibitor -3%, Nrf2 activator 0.2%, CCT modulator 0.7, ATXN viability inactive, A549 viability 0%, TGFb inhibitor -15%, HepG2 tox -2%, Nrf2 inh 2% and Akt phos inh inactive.
`O=C(NCc1cccnc1)C1CCN(S(=O)(=O)N2CCC3(CC2)OCCO3)CC1` gave Mm-Cpn inhibitor 0%, Nrf2 activator -0.3%, CCT modulator 1.3, ATXN viability inactive, A549 viability 1%, TGFb inhibitor -2%, HepG2 tox -2%, Nrf2 inh 1% and Akt phos inh inactive.
CN1Cc2cccc3c2C(Cc2ccccc2S3)C1 (stereo unspecified) was read as Mm-Cpn inhibitor 1%, Nrf2 activator -0.7%[9.22 µM], CCT modulator 0.6, ATXN viability inactive, A549 viability 17%, TGFb inhibitor inconclusive, HepG2 tox -37%, Nrf2 inh 7% and Akt phos inh inactive.
Screening Cc1c(O)ccc(C(=O)CN2CCN(Cc3ccc4c(c3)OCO4)CC2)c1O returned Mm-Cpn inhibitor 1%, Nrf2 activator -0.2%, CCT modulator -0.3, ATXN viability inactive, A549 viability -3%, TGFb inhibitor 12%, HepG2 tox 5%, Nrf2 inh -14% and Akt phos inh inactive.
`CC1CCCN(c2ccc(C(=O)OCC(=O)N3c4ccccc4Sc4ccccc43)cc2[N+](=O)[O-])C1` (stereo unspecified) gave Mm-Cpn inhibitor 1%, Nrf2 activator 0.2%, CCT modulator 1.2, ATXN viability inactive, A549 viability 0%, TGFb inhibitor -4%, HepG2 tox -4%, Nrf2 inh 1% and Akt phos inh inactive.
For CCCCCCOc1ccc(-c2ccc(C#N)cn2)cc1 the results were Mm-Cpn inhibitor 2%, Nrf2 activator 0.3%, CCT modulator -0.9, ATXN viability inactive, A549 viability -2%, TGFb inhibitor 0%, HepG2 tox -25%, Nrf2 inh -25% and Akt phos inh inactive.
Cc1cccc(C(=O)Nc2ccc(NC(=O)Cc3ccc(Cl)cc3)cc2)c1 was read as Mm-Cpn inhibitor -1%, Nrf2 activator -0.2%, CCT modulator -1.9, ATXN viability inconclusive, A549 viability -1%, TGFb inhibitor -6%, HepG2 tox 2%, Nrf2 inh -5% and Akt phos inh inactive.
CCC(CC)COC(=O)C1=C(C)NC(=O)NC1c1cc(OC)ccc1OC (stereo unspecified) was read as Mm-Cpn inhibitor 1%, Nrf2 activator 0.2%, CCT modulator 0.0, ATXN viability inactive, A549 viability -6%, TGFb inhibitor 1%, HepG2 tox -11%, Nrf2 inh -17% and Akt phos inh inactive.
Screening c1ccc(N2CCN(c3nc(-c4cccs4)nc4ccccc34)CC2)cc1 returned Mm-Cpn inhibitor -4%, Nrf2 activator -0.6%, CCT modulator 0.0, ATXN viability inactive, A549 viability -3%, TGFb inhibitor inconclusive, HepG2 tox -32%, Nrf2 inh inconclusive and Akt phos inh inactive.
COc1ccc(CNC(=O)CN2C(=O)NC3(CCCCCCC3)C2=O)cc1 was read as Mm-Cpn inhibitor 0%, Nrf2 activator -0.6%, CCT modulator -0.9, ATXN viability inactive, A549 viability -8%, TGFb inhibitor -7%, HepG2 tox -15%, Nrf2 inh inconclusive and Akt phos inh inactive.
Screening CCOC(=O)CSc1cc(C)nc2ccc(OC)cc12 returned Mm-Cpn inhibitor 1%, Nrf2 activator 0.3%, CCT modulator 2.3, ATXN viability inactive, A549 viability -1%, TGFb inhibitor 0%, HepG2 tox 17%, Nrf2 inh 1% and Akt phos inh inactive.
Screening O=C(NCCC1=CCCCC1)c1coc(=O)c(Br)c1 returned Mm-Cpn inhibitor -20%, Nrf2 activator 13µM*, CCT modulator 0.8, A549 viability -28%, TGFb inhibitor inconclusive, HepG2 tox -87%, Nrf2 inh inconclusive and Akt phos inh inactive.
Screening CCNc1nc(Cl)nc(N(NC(C)=O)C(C)CC)n1 (stereo unspecified) returned Mm-Cpn inhibitor 1%, Nrf2 activator 0.6%, CCT modulator -1.7, ATXN viability inactive, A549 viability 0%, TGFb inhibitor 12%, HepG2 tox -23%, Nrf2 inh inconclusive and Akt phos inh inactive.
For OC(CC1CC12c1ccccc1-c1ncccc12)(c1ccccc1)c1ccccc1 (stereo unspecified) the results were Mm-Cpn inhibitor 1%, Nrf2 activator 2.4%, CCT modulator -4.5, ATXN viability inactive, A549 viability -6%, TGFb inhibitor inconclusive, HepG2 tox -20%, Nrf2 inh inconclusive and Akt phos inh inactive.
For O=C(Cn1c(=O)n2nc(-c3cccc(F)c3)nc2c2ccccc21)N1CCN(c2ccc(F)cc2)CC1 the results were Nrf2 activator 6.9%, ATXN viability inactive, A549 viability 3%, TGFb inhibitor -12% and HepG2 tox -17%.
Screening COc1ccccc1N1CCN(C(=O)c2ccc3ncsc3c2)CC1 returned Nrf2 activator -0.6%, CCT modulator 0.6, ATXN viability inactive, A549 viability -3%, TGFb inhibitor -12%, HepG2 tox -1%, Nrf2 inh 3% and Akt phos inh inactive.
Screening CCOc1ccc(CC(=O)Nc2cc(=O)n(C)c(=O)n2C)cc1 returned Mm-Cpn inhibitor 0%, Nrf2 activator -0.2%, CCT modulator -0.8, ATXN viability inactive, A549 viability 3%, TGFb inhibitor 21%, HepG2 tox -26%, Nrf2 inh -7% and Akt phos inh inactive.
`C=CCn1c(SCC(=O)Nc2cccc3ccccc23)nc(O)c(CC)c1=O` gave Mm-Cpn inhibitor -1%, Nrf2 activator -0.6%, CCT modulator -1.5, ATXN viability inactive, A549 viability -9%[1.84 µM], TGFb inhibitor -1%, HepG2 tox -6%, Nrf2 inh 1% and Akt phos inh inactive.
For C=CCC1(CC=C)CCCN1C(=O)CC1C(=O)NCCN1Cc1ccccc1OC (stereo unspecified) the results were Mm-Cpn inhibitor -1%, Nrf2 activator -0.6%, CCT modulator 2.3, ATXN viability inactive, A549 viability 4%, TGFb inhibitor inconclusive, HepG2 tox 13%, Nrf2 inh 8% and Akt phos inh inactive.
For CCCCCCCC(=O)N/N=C(/C)c1c(O)cc(C)oc1=O the results were Mm-Cpn inhibitor 3%, Nrf2 activator -0.6%, CCT modulator -1.1, ATXN viability inactive, A549 viability -11%, TGFb inhibitor inconclusive, HepG2 tox 3% and Akt phos inh inactive.
COC(=O)[C@@]12CCCCN1[C@H](c1ccc(-c3cc(C(C)=O)cs3)c(OC)c1)[C@H]1C(=O)N(C)C(=O)[C@H]12 was read as Mm-Cpn inhibitor -7%, Nrf2 activator -0.2%, CCT modulator -0.2, ATXN viability inactive, A549 viability -5%, TGFb inhibitor -1%, HepG2 tox -2%, Nrf2 inh -14% and Akt phos inh inactive.
Screening O=C(NNc1cccc(Cl)n1)c1c(F)cccc1F returned Mm-Cpn inhibitor 0%, Nrf2 activator 0.3%, CCT modulator 1.4, ATXN viability inactive, A549 viability 10%, TGFb inhibitor 0%, HepG2 tox -10%, Nrf2 inh 0% and Akt phos inh inactive.
For COC(=O)c1ccccc1NC(=O)CCCS(=O)(=O)c1nc(-c2ccccc2OC)cc(C(F)(F)F)n1 the results were Nrf2 activator -0.6%, ATXN viability inactive, A549 viability -2%, TGFb inhibitor -10%, HepG2 tox -16% and Nrf2 inh -2%[9.27 µM].
Screening COc1ccc(C(C)=O)cc1COC(=O)c1ccc(C)c(S(=O)(=O)N2CCOCC2)c1 returned Mm-Cpn inhibitor -3%, Nrf2 activator 4.9%, CCT modulator -2.2, ATXN viability inactive, A549 viability -2%, TGFb inhibitor -1%, HepG2 tox -25%, Nrf2 inh 4% and Akt phos inh inactive.
For COc1ccc(-c2ccc(OC)c(C3C4C=CCC(C)C4C(=O)N3Cc3ccccc3)c2)cc1 (stereo unspecified) the results were A549 viability -1%, TGFb inhibitor -2%, HepG2 tox -2% and Nrf2 inh inconclusive.
CCCCNC(=O)C1(C)CCCCN1C(=O)c1sccc1C (stereo unspecified) was read as Nrf2 activator 0.3%, CCT modulator 3.3, ATXN viability inactive, TGFb inhibitor -16%, HepG2 tox -10% and Akt phos inh inactive.
Screening CCOC(=O)CCNC(=O)CCc1nnc(CCCc2ccccc2)o1 returned Mm-Cpn inhibitor 0%, Nrf2 activator -0.3%, CCT modulator 2.4, ATXN viability inactive, A549 viability 0%, TGFb inhibitor 6%, HepG2 tox 0%, Nrf2 inh inconclusive and Akt phos inh inactive.
For CCc1nnc(NC(=O)c2cccc(S(=O)(=O)N(C)c3ccc(OC)cc3)c2)s1 the results were Mm-Cpn inhibitor -4%, Nrf2 activator 0.1%, CCT modulator -0.9, ATXN viability inactive, A549 viability 2%, TGFb inhibitor 0%, HepG2 tox 0%, Nrf2 inh inconclusive and Akt phos inh inactive.

Pulled one by one from the entries so far:
For COc1ccc(-c2ccc(OC)c(C3C4C=CCC(C)C4C(=O)N3Cc3ccccc3)c2)cc1 (stereo unspecified) the results were A549 viability -1%, TGFb inhibitor -2%, HepG2 tox -2% and Nrf2 inh inconclusive.
CCCCNC(=O)C1(C)CCCCN1C(=O)c1sccc1C (stereo unspecified) was read as Nrf2 activator 0.3%, CCT modulator 3.3, ATXN viability inactive, TGFb inhibitor -16%, HepG2 tox -10% and Akt phos inh inactive.
